Bioassay records: PubChem, National Center for Advancing Translational Sciences (NCATS)
p53null 39C tox – kills p53 null cells at the nonpermissive temperature. AID 904. Potency, µM (series often up to 46.1 µM), for inactives: at the highest dose activity, negative = cell killing, hits mostly cytotoxic. 0.97% of 55,000 active. H1299 p53-null (neo) cells, 39C, ATPlite viability, 24 h;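 also: potency is read from the fitted curve at half-maximal effect; 0% = DMSO only and -100% = full killing by 100 µM tamoxifen; nearly all actives have a fitted effect of over 50% in size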
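Following overnight plating at 37C (600 cells/well), H1299-neo or H1299-p53A138V cells are dosed up to 46 uM. Incubation lasts 24 hr at 39C before ATP detection.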
NTMT1 inh – inhibitors of human N-terminal methyltransferase NTMT1. Q9BV86. NTMT1 MTase-Glo SAH luminescence, purified enzyme. Potency, µM (series often up to 114 µM), for the others: at the top dose activity change, negative = inhibition, hits mostly inhibitors. 2.5% of 59,000 active. AID 1645870;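 also: potency is read from the fitted curve at half-maximal effect; plate controls were DMSO vehicle for no effect and no enzyme for full effect; nearly all actives have a fitted effect of over 65% in size; many of its hits are not listed in these tables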
Target sequence (Q9BV86 whole entry, looked up): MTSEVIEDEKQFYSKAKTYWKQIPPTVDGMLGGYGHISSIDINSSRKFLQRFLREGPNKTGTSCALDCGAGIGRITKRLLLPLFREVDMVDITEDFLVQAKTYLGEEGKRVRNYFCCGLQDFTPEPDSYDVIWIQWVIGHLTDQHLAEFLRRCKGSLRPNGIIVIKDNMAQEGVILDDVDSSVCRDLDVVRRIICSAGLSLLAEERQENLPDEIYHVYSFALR
TSG101-PTAP inh – blocks PTAP binding to human TSG101, validation; AID 1347069; Q99816; 44,000 tested, under 10 active; Fluorescence polarization, FITC-PTAP peptide/Tsg101, 20 min; Potency, µM (titrated, usually from 115 µM), for inactives: at the top dose activity change, negative = inhibition, most hits filed as inhibitors; also: potency is read from the fitted curve at half-maximal effect; 0% is about no effect
Target sequence (Q99816 whole entry, looked up): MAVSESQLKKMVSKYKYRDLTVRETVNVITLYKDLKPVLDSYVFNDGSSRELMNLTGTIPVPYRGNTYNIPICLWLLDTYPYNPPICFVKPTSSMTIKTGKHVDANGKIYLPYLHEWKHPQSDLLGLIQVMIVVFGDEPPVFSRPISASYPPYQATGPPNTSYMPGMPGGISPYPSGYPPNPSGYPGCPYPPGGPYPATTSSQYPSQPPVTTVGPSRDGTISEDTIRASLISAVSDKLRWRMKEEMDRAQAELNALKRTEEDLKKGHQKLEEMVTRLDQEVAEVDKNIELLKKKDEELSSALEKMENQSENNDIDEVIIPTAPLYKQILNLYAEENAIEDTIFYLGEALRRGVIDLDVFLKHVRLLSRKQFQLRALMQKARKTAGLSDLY
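FITC-labeled PTAP peptide (50 nM final) binding to Tsg101 binding domain (10 uM final) read by fluorescence polarization after 20 min at r.t. in HEPES pH 7.5 buffer. Actives by CRC class, <25 µM.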
p53null 32C kill – kills p53 null cells at the permissive temperature | H1299-neo p53 null cells, ATP luminescence, 24 h, 32C | Potency, µM (doses to about 46.1 µM), without a hit: top-dose activity change, negative = cytotoxicity, actives largely listed as cytotoxic | 0.62% of 55,000 active | AID 903;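 also: potency is read from the fitted curve at half-maximal effect; 0% = DMSO only and -100% = full killing by 100 µM tamoxifen; nearly all actives have a fitted effect of over 55% in size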
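Luminescent ATP readout gave cell viability of p53-null H1299-neo cells after a 24 h compound exposure at the permissive 32C. Titrations ran up to 46 uM, and AC50s were fitted with the standard Hill equation.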
FH mod – Identification of activators of human fumarate hydratase by quantitative high-throughput screening | Fumarate hydratase, mitochondrial (Homo sapiens), P07954 | FH coupled MDH/diaphorase resazurin fluorescence, 15 min | Potency, µM (top dose mostly 79.9 µM), for inactives: at the highest dose activity change, negative = inhibition, hits mostly inhibitors | 0.22% of 54,000 active; also: potency is read from the fitted curve at half-maximal effect; % is scaled to controls: 0 for no effect and ±100 for the full control effect; the screen sought activators but most active calls are inhibition curves; nearly all actives have a fitted effect of over 45% in size
GALK inhibitor – GALK (human) enzyme inhibition; P51570; recombinant GALK, Kinase-Glo ATP luminescence, 1 h; Potency, µM (highest dose often 57.5 µM), for the others: top-dose activity, negative = inhibition, usual class: inhibitors; 44,000 tested, under 10 active;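 also: plate controls were full GALK reaction for no effect and reaction lacking GALK for full effect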
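Compounds were pinned into ATP buffer, then GALK-galactose mix was added (final 5 nM enzyme, 35 uM ATP, 100 uM galactose, pH 8.0). After 1 h at room temperature, Kinase-Glo Plus was added and luminescence read.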
B2AR arrestin ag – beta-arrestin recruitment by human beta2-adrenergic receptor ligands. HTLA Tango cells, beta-arrestin recruitment, luciferase luminescence, 18 h. 44,000 tested, under 10 active. Potency, µM (doses to about 46.1 µM), for inactives: at the top dose activation, most hits filed as activators;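 also: potency is read from the fitted curve at half-maximal effect; 0% = DMSO and full agonism = EC100 isoproterenol or metaproterenol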
Target sequence (P07550 whole entry, looked up): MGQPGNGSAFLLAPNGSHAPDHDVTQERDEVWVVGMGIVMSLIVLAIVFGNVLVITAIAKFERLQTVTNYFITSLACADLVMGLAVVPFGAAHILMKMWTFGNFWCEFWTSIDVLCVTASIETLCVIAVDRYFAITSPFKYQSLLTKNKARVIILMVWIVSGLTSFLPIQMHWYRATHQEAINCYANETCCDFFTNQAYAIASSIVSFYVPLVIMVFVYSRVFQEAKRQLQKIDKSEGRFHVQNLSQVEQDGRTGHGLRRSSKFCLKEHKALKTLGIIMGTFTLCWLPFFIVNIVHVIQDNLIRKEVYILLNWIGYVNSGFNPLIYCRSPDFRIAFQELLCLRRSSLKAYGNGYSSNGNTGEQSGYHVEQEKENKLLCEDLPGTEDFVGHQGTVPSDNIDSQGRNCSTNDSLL
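Receptor–beta-arrestin recruitment read by tTA-responsive luciferase: compound titrations (up to 46 µM) incubated 18 h with Tango cells, then luminescent substrate 15 min at room temperature. Concentration-response fits classified by r2, efficacy and activity.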
* = called active by the depositor; ? = inconclusive; / = no result given; [ ] = remark or other dose. Calls follow the shape of the dose curve; as a rule, active = well fitted curve in the direction sought with a large enough effect; inconclusive = small, poorly fitted or top-dose-only effect, or another doubt; inactive = no such curve, though single readings can be large; an effect the other way counts as inactive or inconclusive. An excerpt; the hit share may differ from the screen's.

The opening 2 records, to show the layout:
SMILES | p53null 39C tox | NTMT1 inh | TSG101-PTAP inh | p53null 32C kill | FH mod | GALK inhibitor | B2AR arrestin ag
O=C(CN1C(=O)CCSc2ccc(S(=O)(=O)N3CCCC3)cc21)Nc1ccccc1 | ? | 5% | 0% | 2% | -4% | 0% | 1%
COc1cc(C(=O)N2CCc3c([nH]c4ccccc34)C2c2ccccc2)cc(OC)c1OC (stereo unspecified) | -4% | 23% | -4% | 6% | ? | 1% | 0%

The whole of this part, previewed entries included:
SMILES | p53null 39C tox | NTMT1 inh | TSG101-PTAP inh | p53null 32C kill | FH mod | GALK inhibitor | B2AR arrestin ag
O=C(CN1C(=O)CCSc2ccc(S(=O)(=O)N3CCCC3)cc21)Nc1ccccc1 | ? | 5% | 0% | 2% | -4% | 0% | 1%
COc1cc(C(=O)N2CCc3c([nH]c4ccccc34)C2c2ccccc2)cc(OC)c1OC (stereo unspecified) | -4% | 23% | -4% | 6% | ? | 1% | 0%
O=C(NCc1cccc(F)c1)c1ccc2nc(N3CCCCC3)sc2c1 | -6% | 7% | 2% | 1% | 9% | -10% | 1%
CC(=O)c1ccc(NC(=O)c2cc3sccc3n2Cc2ccc(F)cc2)cc1 | -2% | 4% | -1% | -14% | -6% | 8% | 1%
O=C(Cn1nc(N2CCN(c3ccccc3)CC2)ccc1=O)Nc1ccc(F)cc1F | 3% | ? | 0% | -2% | -14% | 1% | 0%
CC(=O)c1cc(-c2ccccc2)n(CCC(=O)Nc2ccc(C(C)C)cc2)c1C | 18% | -6% | -8% | 48%[activator] | ? | -1% | -2%
O=C(CSc1nccn1Cc1ccccc1)Nc1nc2ccccc2s1 | 12% | ? | 6% | 62%[activator] | -21% | 3% | 2%
O=C(CN1C(=O)C2(SCC(=O)N2c2ccccc2)c2ccccc21)NCc1ccccc1Cl (stereo unspecified) | 4% | 42%[activator] | 0% | -2% | -4% | -4% | 1%
COc1ccccc1NC(=O)C1CCC(CNS(=O)(=O)c2ccc3c(c2)CC(C)N3C(C)=O)CC1 (stereo unspecified) | -7% | -25% | 2% | 11% | ? | 3% | 2%
CCc1ccc(-n2nc(CO)c(C(=O)NC)n2)cc1 | 20µM* | -12% | 1% | ? | 6% | 0% | -2%
Cc1ccc(-n2c(=O)c3c(c4cc(C)ccc4n3C)n(CC(=O)N3CCCC3)c2=O)cc1 | -1% | 13% | -8% | -1% | 9% | 3% | 0%
Cc1ccc(S(=O)(=O)CC(=O)Nc2sc3c(c2C#N)CCCCC3)cc1 | 10% | 0% | -3% | -2% | -23% | 0% | -4%
Cc1cc(=O)n(C(C)C(=O)NCc2ccccc2Cl)c2c1c(C)nn2-c1ccccc1 (stereo unspecified) | 1% | 1% | -6% | -3% | -1% | 1% | 1%
CCn1c(C(=O)NCc2ccc(OC)cc2)cc2sc(Cl)cc21 | 14% | 0% | 0% | ? | -26% | -3% | 0%
C=CCc1ccccc1OCc1nc2ccccc2n1CC | 8% | 3% | -10% | 1% | -9% | 2% | 0%
Cc1ccccc1CNC(=O)C1CCCCN1S(=O)(=O)c1ccc(F)cc1 (stereo unspecified) | -14% | / | -4% | 0% | / | 1% | -1%
CCOC(=O)c1[nH]c2ccccc2c1NC(=O)c1ccccc1F | 2% | -1% | -6% | 6% | -3% | 0% | 1%
CCOC(=O)c1c(NC(=O)c2cc(-c3cccc(Cl)c3)on2)sc(C)c1C | -13% | / | 1% | 6% | / | 0% | 1%
CCCN(CCC)CCCNC(=O)Cn1cnc2sc(C)c(S(=O)(=O)N3CCCCC3)c2c1=O | 1% | -22% | -5% | 6% | 6% | -4% | 1%
CCc1ccc(-c2nn(CC(=O)Nc3ccccc3C)c3c2cnc2ccc(C)cc23)cc1 | 6% | 1% | -7% | 0% | 1% | 5% | 0%
CCOC(=O)c1c(C)c(-c2ccccc2)n(CC(=O)NCCc2ccc(C)cc2)c1C | 4% | 21% | -1% | 2% | -2% | 8% | 1%
Cc1ccc(Nc2c(-c3ccc(N(C)C)cc3)nc3nc[nH]n23)cc1 | -12% | 30%[activator] | -2% | 14% | -31% | 6% | ?
COc1ccc(NC(=O)CSc2nc3c(c(=O)[nH]2)CN(Cc2ccccc2)CC3)cc1Cl | 5% | -11% | -3% | 2% | -21% | ? | -3%
COc1ccc(N2CCN(C(=O)CCNS(=O)(=O)c3ccc4c(c3)CCN4C(=O)C3CC3)CC2)cc1 | -25% | 2% | 2% | -1% | -5% | 2% | 1%
O=C(CSc1nc2c(c(=O)[nH]1)CN(Cc1ccc3c(c1)OCO3)CC2)Nc1ccc(F)c(F)c1 | 5% | 19% | 9% | -3% | -29% | 2% | -2%

Whole records from above. Values in the order: p53null 39C tox	NTMT1 inh	TSG101-PTAP inh	p53null 32C kill	FH mod	GALK inhibitor	B2AR arrestin ag
Entry for CCc1ccc(-n2nc(CO)c(C(=O)NC)n2)cc1 : 20µM*	-12%	1%	?	6%	0%	-2%
Entry for O=C(CN1C(=O)C2(SCC(=O)N2c2ccccc2)c2ccccc21)NCc1ccccc1Cl (stereo unspecified) : 4%	42%[activator]	0%	-2%	-4%	-4%	1%

Continuation:
SMILES | p53null 39C tox | NTMT1 inh | TSG101-PTAP inh | p53null 32C kill | FH mod | GALK inhibitor | B2AR arrestin ag
COc1ccccc1/C=C/c1onc(C)c1S(=O)(=O)N1CCC(C(=O)N2CCC(C)CC2)CC1 | 6% | 6% | -1% | 5% | -23% | -2% | 3%
CCOc1ccc(NC(=O)CN2C(=O)COc3ccc(S(=O)(=O)NC4CCCC4)cc32)cc1 | -7% | -19% | 4% | -5% | 6% | 4% | 0%
COc1cccc(Nc2c3c(nc4nncn24)CCC3)c1 | -21% | 3% | -15% | 5% | 6% | 3% | -1%
CCS(=O)(=O)c1nc(S(=O)(=O)c2ccc(C)cc2)c(NC)s1 | -4% | 11% | 3% | 5% | -2% | -12% | -4%
Cc1ccc(C)c(-c2nn(CC(=O)Nc3cc(F)ccc3F)c(=O)c3c2CCCC3)c1 | 66%[activator] | -12% | -1% | 30% | -22% | ? | -2%
CC1CCN(S(=O)(=O)c2ccc3c(c2)CCN3C(=O)Nc2ccc(Br)cc2F)CC1 | -3% | ? | 0% | 1% | -13% | 4% | 0%
O=C(CN1C=NS(=O)(=O)c2ccccc21)Nc1ccccc1F | 17% | 8% | 0% | 2% | -4% | 3% | 1%
C#CCn1cnc2c(cnn2-c2ccc(F)cc2)c1=O | -7% | 9% | -3% | -8% | -2% | -14% | -3%
Cc1ccccc1NC(=O)Cn1c(=O)n(Cc2ccco2)c(=O)c2ccc(C(=O)NC3CCCC3)cc21 | 0% | 11% | 2% | 10% | -3% | -1% | 0%
CCNC(=O)CC1C(=O)N(c2ccc(C)cc2)C(=O)N1Cc1ccc(C)cc1 (stereo unspecified) | -3% | 19% | 0% | 0% | -4% | -1% | 0%
CCOC(=O)c1c(NC(C)=O)c2c3c(sc2n1Cc1nc(-c2ccccc2C)oc1C)CCCC3 | -8% | -2% | 1% | -4% | -16% | 2% | -1%
COc1ccc(N2CC(NC(=O)C3CCCCC3)CC2=O)cc1 (stereo unspecified) | 31%[activator] | 9% | 1% | -11% | 2% | 2% | -1%
CCCCC12CN3CC(C)(CN(C1)C3c1ccc(O)c(OC)c1)C2=O (stereo unspecified) | -10% | ? | 0% | -4% | 18% | 2% | -1%
Cc1cc(=O)n2c(C(=O)Nc3ccc(F)c(Cl)c3)c(C(=O)Nc3cccc(C)c3C)sc2n1 | -16% | / | 0% | -1% | / | -2% | 0%
Cc1ccc(S(=O)(=O)Cc2nc(-c3ccc(C(=O)NCc4ccccc4)cc3)oc2C)cc1 | 29% | 5% | 3% | 3% | 5% | 0% | 2%
COc1ccccc1C(=O)Nc1c(C(=O)N2CCN(c3ccccc3F)CC2)oc2ccccc12 | -7% | ? | -5% | -2% | -22% | -1% | 1%
CCC(C)(C)NC(=O)C1CCC(CNS(=O)(=O)c2ccc3c(c2)CC(C)N3C(C)=O)CC1 (stereo unspecified) | -16% | -19% | 2% | -4% | -11% | 0% | 1%
O=C(CSc1nnc(-c2cccc(F)c2)c(-c2cccc(F)c2)n1)NC1CCCCC1 | 19% | -13% | 2% | 15% | -12% | -5% | -3%
COC(=O)C(C)NC(=O)N1CCN(c2nnc(C)c3c(C)n(-c4ccc(Cl)cc4)nc23)CC1 (stereo unspecified) | 6% | -6% | 0% | 13% | -7% | 2% | 1%
COc1ccc(CCNC(=O)c2cc(=O)[nH]c3ccc(S(=O)(=O)N4CCCCC4)cc23)cc1OC | 3% | ? | 1% | 9% | -3% | 3% | 0%
O=C(NCc1cccc(Cl)c1)C1CCN(c2nn3cc(-c4ccc(F)cc4)nc3s2)CC1 | 13% | 4% | 3% | -14% | 0% | 2% | 0%
O=C(NC1CC(=O)N(c2ccc(Cl)cc2)C1)c1cc2ccccc2o1 (stereo unspecified) | 34%[activator] | 3% | 0% | -6% | 12% | -2% | -4%
Oc1ccc(-c2nc(-c3ccccc3)c(-c3ccc(Br)cc3)[nH]2)cc1 | ? | 3% | -1% | 30%[activator] | ? | 2% | 1%
COc1ccccc1N1CCN(S(=O)(=O)c2cc(-c3cc(C)no3)ccc2C)CC1 | 2% | 4% | 0% | -9% | -20% | 0% | 1%
COC(=O)c1sccc1S(=O)(=O)N(CC(=O)NCc1ccc(F)cc1)c1ccc(Cl)cc1 | -2% | 8% | 3% | -4% | -18% | 4% | 0%
SMILES | p53null 39C tox | NTMT1 inh | TSG101-PTAP inh | p53null 32C kill | FH mod | GALK inhibitor | B2AR arrestin ag
COc1cc2oc(=O)c(CC(=O)NCc3ccc(OC)c(OC)c3)c(C)c2cc1Cl | 6% | / | -4% | -5% | / | 8% | 0%
Cn1nnc2c(NCCc3ccccc3)ncnc21 | -2% | -10% | -5% | -2% | 1% | 0% | -4%
CC(C)Cc1nn2c(=O)cc(COC(=O)c3cccc(NC(=O)CCc4ccccc4)c3)nc2s1 | -11% | 3% | -5% | 6% | -1% | -3% | -1%
COc1cccc(-c2nnc(-c3ccccc3NC(=O)c3ccc(F)cc3F)o2)c1 | 16% | 4% | 2% | -2% | -7% | 3% | 0%
O=C(Nc1ccc2oc(-c3cc(Br)ccc3Cl)nc2c1)c1cc2ccccc2o1 | ? | ? | 0% | 4%[9.22 µM] | -5% | 9% | -2%
CC(C)c1ccc(C2CC(=O)Nc3cc4c(cc32)OCCO4)cc1 (stereo unspecified) | 42%[activator] | 2% | -5% | 41%[activator] | ? | 1% | -1%
CNS(=O)(=O)c1cn(CC(=O)N2CCN(c3ccccc3F)CC2)cc1S(=O)(=O)NC | -1% | -2% | 0% | -4% | 3% | 2% | 0%
Cc1ccc(-c2nnc(Nc3ccc(O)cc3)c3ccccc23)cc1S(=O)(=O)N1CCN(C)CC1 | 29% | -13% | -2% | 48%[activator] | ? | 1% | -1%
CCCNC(=O)c1c(NC(=O)c2ccccc2F)sc2c1CCCCC2 | 5% | -3% | -2% | 3% | -8% | 3% | 1%
